High-throughput results (PubChem)
Tn6 DDE FP: DD(E)-Tn6 binding inhibition, primary FP screen; P02675; 0.21% of 370,000 active; Fibrin DD(E) TRITC-Tn6 fluorescence polarization displacement; inhibition, % at 8.3 µM;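 active = inhibition above a per-campaign cutoff: mean of compounds within control limits plus 3 SD, cut at about 15% in these data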;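 also: 0% = median of all compound wells on the plate and 100% = blocking peptide control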
Target sequence (P02675 whole entry, looked up): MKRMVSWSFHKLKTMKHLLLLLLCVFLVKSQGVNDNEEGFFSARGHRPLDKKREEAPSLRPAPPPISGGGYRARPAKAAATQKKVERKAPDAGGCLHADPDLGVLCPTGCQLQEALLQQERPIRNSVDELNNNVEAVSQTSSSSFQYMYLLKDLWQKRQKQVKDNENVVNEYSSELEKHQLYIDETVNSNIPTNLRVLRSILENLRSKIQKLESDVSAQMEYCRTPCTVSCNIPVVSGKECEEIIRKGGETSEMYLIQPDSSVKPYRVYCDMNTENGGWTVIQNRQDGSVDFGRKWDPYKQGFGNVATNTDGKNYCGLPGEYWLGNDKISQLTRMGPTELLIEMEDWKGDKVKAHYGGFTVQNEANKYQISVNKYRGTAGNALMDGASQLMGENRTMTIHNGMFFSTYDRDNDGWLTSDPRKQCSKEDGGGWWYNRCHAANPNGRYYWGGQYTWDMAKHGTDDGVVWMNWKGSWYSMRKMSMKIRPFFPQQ
TCR CD3 inh: human TCR-CD3 binding inhibition. 0.37% of 360,000 active. AID 651800. TAMRA-labeled TCR probe fluorescence, biochemical. inhibition, % at 9.4 µM; in the data active = inhibition above about 19%;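 also: recombinant mutant TCR 2C K166C tagged with TAMRA read by polarization; 0% = receptor in buffer alone and 100% = receptor with positive control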
MBD2 DNA inh: inhibitors of human MBD2 binding to methylated oligonucleotide; Q9UBB5; inhibition, % at 4.4 µM; 0.31% of 370,000 active; TR-FRET; in the data active = inhibition above about 13%
proKLK7 act: activators of human kallikrein-7 zymogen. activation, % at 7 µM. purified proKLK7, EDANS-DABCYL substrate fluorescence; 100% is mature enzyme control, 0% vehicle. P49862. 0.9% of 370,000 active;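 active = activation above the mean of all tested compounds plus 3 SD, computed per campaign excluding outliers beyond control limits, cut at about 13% in these data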
SIAE inh: human SIAE inhibition, primary screen; Q9HAT2; SIAE FP-Rh probe binding, fluorescence polarization; inhibition, % at 9.66 µM; 0.69% of 370,000 active; AID 1053197;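 active = inhibition above a cutoff: mean of compounds within the control limits plus 3 SD of those, cut at about 17% in these data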;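 also: 0% = plate median of compound wells and 100% = probe without SIAE protein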
Target sequence (Q9HAT2 whole entry, looked up): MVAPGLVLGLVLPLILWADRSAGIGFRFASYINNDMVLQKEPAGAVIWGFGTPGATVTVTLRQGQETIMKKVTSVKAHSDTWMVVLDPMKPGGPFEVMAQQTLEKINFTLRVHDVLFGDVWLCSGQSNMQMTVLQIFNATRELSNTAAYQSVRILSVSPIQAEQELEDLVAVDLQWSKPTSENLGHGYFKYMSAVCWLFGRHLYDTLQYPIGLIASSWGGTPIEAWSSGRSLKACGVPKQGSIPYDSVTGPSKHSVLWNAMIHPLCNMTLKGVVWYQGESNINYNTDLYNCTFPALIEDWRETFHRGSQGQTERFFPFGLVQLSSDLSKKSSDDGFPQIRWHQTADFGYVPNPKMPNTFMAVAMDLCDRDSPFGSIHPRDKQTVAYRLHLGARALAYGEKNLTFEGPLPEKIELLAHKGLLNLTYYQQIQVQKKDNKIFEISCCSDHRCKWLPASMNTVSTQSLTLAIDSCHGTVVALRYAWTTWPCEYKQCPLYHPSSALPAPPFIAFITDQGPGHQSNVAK
LEDGF integ inh: blocks HIV-1 LEDGF/p75-dependent DNA integration; inhibition, % at 3.7 µM; 0.64% of 370,000 active; TR-FRET IN-LEDGF/p75 DNA integration, Eu/Cy5;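 active = inhibition above the screen-wide mean plus 3 SD, cut at about 13% in these data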;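 also: signal is the Cy5 over europium emission ratio at 671 and 618 nm; 0% = plate median of compound wells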
PRMT1 FP inh: inhibitors of human PRMT1. Q99873. AID 652257. 1.3% of 370,000 active. inhibition, % at 2.79 µM. recombinant PRMT1, activity-based probe fluorescence polarization;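 active = inhibition above about 21% made by adding two undisclosed values, limit read from the data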
TDP2 absorb: TDP2 (human) inhibition, absorbance primary screen; O95551; recombinant TDP2, T5PNP hydrolysis, p-nitrophenol absorbance 415 nm; inhibition, % at 12.8 µM; 0.34% of 370,000 active; AID 720702;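 active = inhibition above the mean of all tested compounds plus 3 SD, set per campaign, cut at about 25% in these data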;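 also: 0% = DMSO with enzyme and 100% = buffer with substrate but no TDP2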
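System – recombinant human TDP2 · Quantity – TDP2 enzyme at 120 nM final · Doses – single concentration, 12.8 µM nominal, with 1% DMSO · Incubation – 2 h at 37 °C · Measured by – epi absorbance of p-nitrophenol freed from T5PNP by hydrolysis · Read-out – % inhibition relative to enzyme-containing and enzyme-free wells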
Tn7 DDE FP: DD(E)-Tn7 binding inhibition, primary FP screen; P02675; FP displacement of FITC-Tn7 peptide from fibrin DD(E); 0% = median of compound wells per plate; inhibition, % at 8.3 µM; 0.13% of 370,000 active; AID 720508;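 active = inhibition above the mean of compounds falling within the control limits plus 3 SD of them, cut at about 14% in these data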;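 also: 0% = plate median of compound wells and 100% = 10 µM Aha-Tn7 peptide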
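Test system – human fibrin DD(E) · Times – 10 min preincubation, 3 h with tracer, room temperature · Detection – fluorescence polarization of the labelled Tn7 tracer · Measure – percent inhibition normalized to high-control wells · Benchmarks – high control wells with 10 µM unlabelled Aha-Tn7 peptide (full inhibition) · Repeats – singlicate testing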
UHRF1 MBD2 ctr: UHRF1 methyl-DNA binding inhibition. UHRF1 binding to methylated oligo, TR-FRET. inhibition, % at 4.4 µM. AID 687016. 0.75% of 370,000 active; in the data active = inhibition above about 21%;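 also: UHRF1 SRA domain binding a hemimethylated CpG hairpin DNA probe; 0% = median of test compound wells and 100% = reference inhibitor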
* hit, by the source's call; · = no result given.

SMILES	Tn6 DDE FP	TCR CD3 inh	MBD2 DNA inh	proKLK7 act	SIAE inh	LEDGF integ inh	PRMT1 FP inh	TDP2 absorb	Tn7 DDE FP	UHRF1 MBD2 ctr
Cc1ccsc1/C=N/NC(=O)CNC(=O)c1ccccc1	3	5	-4	0.6	-5	-1	4	1	7	-2
CC(=O)N1CCN(c2ccc(NC(=O)c3ccccc3C)cc2)CC1	1	-8	-1	0.6	-3	-7	8	-2	-2	0
COc1ccc(-c2oc(=O)c3cc(OC)c(OC)cc3c2/C=C/c2ccc([N+](=O)[O-])cc2)cc1	1	0	-1	-1.1	2	-1	3	5	-2	-2
CC(C)[C@H](N)C(=O)N[C@H](C(=O)N1CCC2CCN(Cc3ccccc3)CC21)C(C)C (stereo partly drawn)	7	8	2	0.7	-4	9	1	16	-4	9
COc1ccc(-c2cc(C(=O)Nc3ccc(Br)cc3)no2)cc1	11	-1	2	-0.8	10	5	-3	5	-2	13
COc1ccc(/C=C(\NC(=O)c2ccco2)C(=O)NC(Cc2ccccc2)C(=O)O)cc1 (stereo not drawn)	-1	9	-9	0.3	14	3	0	-2	-3	-1
C=CCN1C(=O)C(CC(=O)Nc2ccccc2)S/C1=N/c1nccs1 (stereo not drawn)	7	-2	-3	0.0	2	-1	6	3	4	0
CCCNC(=O)C1(C)CCN(C(=O)c2oc3ccccc3c2C)C1 (stereo not drawn)	0	5	-1	0.1	-6	4	-2	-4	-3	-1
Cc1ccc(CN2C(=O)CCC2C(=O)NCC2CCCO2)cc1 (stereo not drawn)	-1	-10	2	0.5	2	2	4	10	-3	-1
Cc1cccc(NC(=S)NC(=O)/C=C/c2ccco2)n1	-3	0	2	2.8	-3	12	18	-1	-3	-3
Cc1ccc(Cl)c(NC(=O)CSc2n[nH]c(=O)n2C2CC2)c1Cl	-3	3	-2	0.2	0	-1	3	-11	-6	0
C=CCc1ccccc1OCC(O)CN1CCN(c2ccc(OC)cc2)CC1 (stereo not drawn)	1	3	1	-0.3	7	4	4	-6	0	2
CN(Cc1c(O)ccc2c1oc(=O)c1ccccc12)C1CCCCC1	-10	-2	20*	-2.5	-1	6	8	-12	-7	19
c1cc(CNc2ccc(N3CCOCC3)cc2)ccn1	1	12	1	1.4	6	16*	5	22	-4	-5
CC1(C)CC(C2N3CC4(C)CN2CC(C)(C3)C4=O)CCO1 (stereo not drawn)	15	8	-7	-0.2	3	4	0	2	-6	1

Looked up one by one from above (three):
SMILES	Tn6 DDE FP	TCR CD3 inh	MBD2 DNA inh	proKLK7 act	SIAE inh	LEDGF integ inh	PRMT1 FP inh	TDP2 absorb	Tn7 DDE FP	UHRF1 MBD2 ctr
Cc1ccsc1/C=N/NC(=O)CNC(=O)c1ccccc1	3	5	-4	0.6	-5	-1	4	1	7	-2
Cc1cccc(NC(=S)NC(=O)/C=C/c2ccco2)n1	-3	0	2	2.8	-3	12	18	-1	-3	-3
COc1ccc(-c2cc(C(=O)Nc3ccc(Br)cc3)no2)cc1	11	-1	2	-0.8	10	5	-3	5	-2	13

Next compounds follow:
SMILES	Tn6 DDE FP	TCR CD3 inh	MBD2 DNA inh	proKLK7 act	SIAE inh	LEDGF integ inh	PRMT1 FP inh	TDP2 absorb	Tn7 DDE FP	UHRF1 MBD2 ctr
O=c1[nH][nH]c2c1[C@H](c1ccc(F)cc1)O[C@H](CCc1ccccc1)C2	8	-1	-4	-0.1	3	2	3	-2	1	-6
O=C1C=CC(=O)N1c1ccc2ccccc2c1	2	6	0	-2.2	-3	4	70*	-4	-4	-3
O=C(O)c1ccccc1C(=O)c1cccc2c(F)cccc12	6	6	2	0.6	2	-1	-2	1	8	-2
O=S1(=O)c2ccccc2OC(COCc2ccccc2)CN1Cc1ccccc1 (stereo not drawn)	0	5	-1	0.3	5	3	-3	6	4	-1
O=C(CNCC1(N2CCOCC2)CCCCC1)Nc1ccc(Cl)cc1	-9	-8	3	-0.8	-5	-3	3	-12	0	5
CCCN(CC1CC1)S(=O)(=O)c1ccc(S(N)(=O)=O)cc1	-9	-1	8	0.1	-3	-5	12	-11	1	2
Cc1onc(-c2c(F)cccc2Cl)c1C(=O)N1C=CC(C(F)(F)F)=NCC1	-3	-1	5	-0.8	-2	2	-2	-8	-1	4
CCCCN(Cc1ccccc1)C1CCN(Cc2ccccc2)CC1	-1	-6	0	0.3	0	2	0	-13	-4	1
COc1ccc(CN(Cc2ccco2)S(=O)(=O)c2ccc(S(=O)(=O)N3CCCC3)cc2)cc1	6	6	-3	0.0	-5	-1	-2	-2	4	0
Cn1c(NCc2ccc3occc3c2)nc2cc(-c3ccc(F)cc3)sc2c1=O	7	7	-1	-0.3	-12	2	1	5	-4	-2
COc1ccc(N(CC(=O)N2CCN(c3ccc(Cl)cc3)CC2)S(=O)(=O)c2c(C)noc2C)cc1	-4	7	2	0.4	2	2	-3	2	-1	3
Cc1onc(-c2ccccc2Cl)c1C(=O)Nc1ccc(F)c(F)c1	4	-3	0	-0.5	-3	-1	8	-7	2	4
C/C(=N\NC(=S)NCc1ccccc1)c1ccc(C(C)(C)C)cc1	-4	-5	5	0.2	-8	-7	2	1	8	2
COC(=O)[C@]12C[C@H](CC(=O)NCc3ccccc3)C(=O)N(Cc3cccc4ccccc34)C1=C[C@H](COCc1ccccc1)O[C@@H]2C	-4	·	-2	0.2	-2	2	-4	0	-8	3
C[C@@]12CCC[C@H](O1)[C@@H]([C@H](O)c1ccccc1)O2	8	1	-2	0.5	13	-3	-2	-11	7	0
COc1ccc(Cn2nnnc2C(c2ccc(C)cc2)N2CCN(C3CCCC3)CC2)cc1 (stereo not drawn)	0	-1	-1	-0.1	-3	1	2	3	-6	-1
O=C(c1cccc([N+](=O)[O-])c1)N(c1ccccn1)c1ccccn1	-1	-3	-2	-0.3	-2	1	0	0	-1	2
O=[N+]([O-])c1ccc(CSC2=NCCN2)cc1	-12	-1	8	0.3	-4	-3	17	-17	0	1
COc1cccc(C(=O)CSc2nccn2C)c1	-6	2	-6	-0.3	8	3	-2	10	-5	0
CCOC(=O)c1cccc(NS(=O)(=O)c2c(C(=O)N3CCCCCC3)c(C)n(C)c2C)c1	6	7	4	0.7	1	2	-2	-2	8	-1
CCOc1ccc2cc(C#N)c(SCC(=O)N3CCOCC3)nc2c1	7	6	0	3.2	-1	4	1	12	1	-3
O=C(COC(=O)C1CCN(c2ccc(C(F)(F)F)cn2)CC1)Nc1ncc(Cl)cc1Cl	0	10	0	0.8	1	0	3	0	6	6
Cc1noc(C)c1NC(=O)Nc1ccc2c(c1)C(=O)N([C@H](C)CO)C[C@H](C)[C@H](CN(C)Cc1ccncc1)OCCCC[C@@H](C)O2	6	7	1	0.1	3	2	1	7	-3	-2
CC(Cc1ccccc1)=NNS(=O)(=O)c1ccc([N+](=O)[O-])cc1	4	4	0	0.4	-1	-1	-1	4	-1	0
COc1cccc(C2/C(=C(/O)c3ccccc3)C(=O)C(=O)N2CCCC(=O)O)c1 (stereo not drawn)	5	-3	2	-0.1	-5	-1	0	7	0	-5
COCCCN(C(=O)CCOc1ccc(C)cc1)c1c(N)n(Cc2ccccc2)c(=O)[nH]c1=O	-4	7	-3	0.0	8	-1	-1	-8	2	-1
Cc1ccc(N2CC(C(=O)N3CCC4(CC3)CC(=O)c3ccccc3O4)CC2=O)cc1C (stereo not drawn)	-6	-1	0	-0.1	-1	-2	0	6	7	-2
O=C(C1CCCN(S(=O)(=O)c2cccc3nsnc23)C1)N1CC=C(c2ccccc2)CC1 (stereo not drawn)	-9	-7	-3	0.9	-4	2	-1	4	-4	0
CC(C)(O)C1Cc2cc(/C=C/C(=O)O)c(O)cc2O1 (stereo not drawn)	0	0	-1	-53	-11	0	5	-1	0	6
Cc1nnc(NC(=O)CSC2CCCCC2)s1	-4	2	0	-0.7	-3	-1	-4	0	6	-1
Cn1c(Cc2cccs2)nnc1SCC(=O)Nc1ccccc1	2	4	0	-0.6	0	-2	0	-16	-4	1
COc1ccccc1CCCNC(=O)C1CCC(=O)N(CCN2CCOCC2)C1 (stereo not drawn)	-9	-1	-2	-0.1	0	0	-2	12	-4	-3
Cc1nn(Cc2ccccc2)c(Cl)c1/C=C/C(=O)OC(C)C(=O)N1CCCC1 (stereo not drawn)	5	-1	2	0.1	-2	-2	2	5	1	-2
CCCCc1c(C)nc2ccc(C)cc2c1SCCC(=O)O	9	2	0	0.1	-3	-1	3	-1	0	4
CC(=O)c1ccc(NC(=O)CSC(C)C)cc1	-9	-1	2	-0.1	0	-1	-5	7	-1	2
CCOc1ccc(OCC)c(Nc2cc(C)nc3nc(C)nn23)c1	-8	3	-4	-0.1	-2	5	-8	11	8	-2
CC(=O)c1cccc(NS(=O)(=O)N2CCCCC2)c1	-3	2	-3	0.6	0	0	1	5	4	2
CCOC(=O)N1CCC(N2C(=O)c3ccccc3C2Nc2cccnc2)CC1 (stereo not drawn)	2	6	1	0.2	1	-1	0	7	5	0
COc1ccccc1CC(=O)N(CCC#N)CCC#N	6	-3	0	-0.4	-6	7	0	-4	3	-2
C[C@H](NC(=O)[C@@H]1CCC(=O)N1Cc1ccco1)c1ccccc1	-2	2	-2	0.1	7	2	-1	-5	0	0
CC1CCCCN1S(=O)(=O)c1ccc(C(=O)Nc2nnc(C3CC3)o2)cc1 (stereo not drawn)	-7	-4	-2	1.1	12	0	-1	-16	-5	0
NC(=O)CC(NC(=O)Cc1cccc2ccccc12)c1ccc(N2CCN(c3ccccn3)CC2)c([N+](=O)[O-])c1 (stereo not drawn)	-13	-2	4	0.8	3	-1	5	-1	1	1
O=C(O)c1cccnc1SCC(=O)N1CCCCCC1	-2	3	4	0.8	1	-1	2	3	-5	8
COc1ccc(CC(=O)OC(C)CN2CCCC2)cc1 (stereo not drawn)	-1	5	-1	-0.1	-1	0	1	5	5	3
COCCN(CCOC)S(=O)(=O)c1ccc(C(=O)Nc2sc3c(c2C(N)=O)CCCCC3)cc1	7	3	-3	19*	-9	-2	10	-6	1	-5
CCC(C)N(C)Cc1cccc(C2(O)CCN(S(=O)(=O)c3ccc(F)cc3)CC2)c1 (stereo not drawn)	12	5	-8	-0.3	-4	0	0	4	6	-2
COc1ccccc1C(=O)NC(=O)COC(=O)c1cnccn1	0	0	2	-0.2	-6	4	1	-6	-9	1
CC(=O)c1cccc(NC(=S)NC(=O)C(C)C)c1	-2	-2	-3	0.3	2	-3	0	-3	-3	0
Cc1cc(NC(=S)NC(=O)CC(C)C)ccc1Br	-1	-3	-5	-0.1	-3	-5	2	3	2	1
CCN(CC)C(=O)/C(=C\c1ccncc1)NC(=O)c1ccccc1	5	3	2	0.0	1	1	1	-3	1	-2

In the list so far, 2 contain a CF3 group:
SMILES	Tn6 DDE FP	TCR CD3 inh	MBD2 DNA inh	proKLK7 act	SIAE inh	LEDGF integ inh	PRMT1 FP inh	TDP2 absorb	Tn7 DDE FP	UHRF1 MBD2 ctr
Cc1onc(-c2c(F)cccc2Cl)c1C(=O)N1C=CC(C(F)(F)F)=NCC1	-3	-1	5	-0.8	-2	2	-2	-8	-1	4
O=C(COC(=O)C1CCN(c2ccc(C(F)(F)F)cn2)CC1)Nc1ncc(Cl)cc1Cl	0	10	0	0.8	1	0	3	0	6	6
